Screening results from PubChem BioAssay.
Bim-Mcl-1: disrupts Bim peptide binding to human Mcl-1; Bead-based flow cytometry, Bim peptide-Mcl-1 binding; inhibition, % at 10 µM; Q07820; AID 1009; 190,000 tested, 0.1% active; in the data active = inhibition above about 40%;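 note: 0% = no compound tracer wells and 100% = peptide blocker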
Target sequence (Q07820 whole entry, looked up): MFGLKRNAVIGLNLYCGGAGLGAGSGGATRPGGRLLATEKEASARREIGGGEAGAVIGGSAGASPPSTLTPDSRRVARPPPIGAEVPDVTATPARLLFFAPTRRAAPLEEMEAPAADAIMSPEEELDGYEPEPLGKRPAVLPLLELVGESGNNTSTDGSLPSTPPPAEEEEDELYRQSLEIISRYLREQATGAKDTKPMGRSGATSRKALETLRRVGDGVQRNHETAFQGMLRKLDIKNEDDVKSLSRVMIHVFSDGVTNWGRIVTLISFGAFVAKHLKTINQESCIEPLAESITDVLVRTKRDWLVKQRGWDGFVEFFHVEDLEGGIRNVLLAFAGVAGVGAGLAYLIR
RGS8-Gao: modulates binding of RGS8 to human Galphao. AID 1423. multiplexed bead flow cytometry; actives lie on both sides. 220,000 tested, 0.34% active. P09471. response (percent of control binding), % at 10 µM; in the data active = response below about 60% or above about 140%; inactive = in between;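 note: Galphao activated as the GDP aluminium fluoride complex binding bead-coupled RGS8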
RGS7-Gao reg: regulators of human RGS7-Galphao interaction; binding response (% of control), % at 10 µM; 220,000 tested, 0.35% active; Multiplexed bead flow cytometry, RGS7-Galphao binding; actives lie on both sides; AID 1439; P09471; in the data active = binding response below about 49% or above about 150%; inconclusive = no clear call, values can overlap the other calls; inactive = in between;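 note: fluorescent Galphao held in activated GDP-AlF4 state binding bead-coupled RGS7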
ABCB1 inh: blocks JC-1 efflux by human ABCB1 transporter | CCRF-Adr cells, flow cytometry | inhibition, % at 6.6 µM | 190,000 tested, 0.067% active; in the data active = inhibition above about 40%;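 note: 0% = vehicle and 100% = reference inhibitor; higher value means more JC-1 retained so stronger ABCB1 efflux block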
ABCG2 block: blocks JC-1 efflux by human ABCG2 transporter; 190,000 tested, 0.1% active; Q9UNQ0; AID 1325; inhibition, % at 6.6 µM; IgMXP3 cells, flow cytometry;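 active = inhibition above 80%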;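 note: 0% = DMSO and 100% = nicardipine control wells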
Target sequence (Q9UNQ0 whole entry, looked up): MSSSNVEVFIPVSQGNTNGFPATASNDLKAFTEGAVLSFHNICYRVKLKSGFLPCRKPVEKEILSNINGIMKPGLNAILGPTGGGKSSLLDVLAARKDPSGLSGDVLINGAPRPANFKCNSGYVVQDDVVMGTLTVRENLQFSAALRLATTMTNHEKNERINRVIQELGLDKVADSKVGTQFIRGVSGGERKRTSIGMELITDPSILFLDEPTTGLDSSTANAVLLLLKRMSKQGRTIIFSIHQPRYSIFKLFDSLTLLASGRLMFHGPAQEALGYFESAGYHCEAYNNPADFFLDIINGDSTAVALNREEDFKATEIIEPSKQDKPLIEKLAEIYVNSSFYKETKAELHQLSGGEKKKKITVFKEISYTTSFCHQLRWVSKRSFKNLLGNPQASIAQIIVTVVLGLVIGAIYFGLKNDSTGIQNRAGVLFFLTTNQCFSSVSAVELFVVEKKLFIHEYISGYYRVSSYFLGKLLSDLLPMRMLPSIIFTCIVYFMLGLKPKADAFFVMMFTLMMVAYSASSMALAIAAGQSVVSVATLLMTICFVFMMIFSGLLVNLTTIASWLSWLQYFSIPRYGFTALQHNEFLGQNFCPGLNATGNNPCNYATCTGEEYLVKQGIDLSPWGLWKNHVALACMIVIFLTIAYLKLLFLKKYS
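Test system: IgMXP3 (ABCG2) plus far-red-tagged CCRF-Adr (ABCB1) cells. Reagent: JC-1 dye as substrate. Timing: 10 min exposure at 25 °C with rotation, no wash. Measured by: flow cytometric JC-1 green MFI at 530 nm. Read-out: percent efflux inhibition, scaled nicardipine 100% to DMSO 0%. Control set: nicardipine and DMSO wells.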
RGS4-Gao reg: modulates binding of RGS4 to human Galphao | binding response (% of control), % at 10 µM | 220,000 tested, 0.33% active | Multiplexed bead flow cytometry; actives lie on both sides | P09471; in the data active = binding response below about 49% or above about 150%; inactive = in between;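 note: fluorescent Galphao activated with aluminum fluoride binding bead-coupled RGS4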
Mcl1 Bid PPI: Mcl-1/Bid interaction inhibition; TR-FRET Mcl-1/Bid-Dy647 peptide binding, 1536-well; inhibition, % at 21.7 µM; 220,000 tested, 0.97% active;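 active = compounds that cut the binding signal by more than half at the single screening dose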;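 note: His-tagged Mcl-1 with europium anti-His antibody binding Bid BH3 peptide; 0% = Mcl-1 plus peptide wells and 100% = peptide-only wells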
Pf gametocyte: kills late stage P. falciparum gametocytes; P. falciparum stage V gametocytes, ATP luminescence, 24 h; 150,000 tested, 0.065% active; inhibition, % at 10.9 µM;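 active = inhibition above the mean plus 3 SD of compounds within the control limits, set per campaign, cut at about 38% in these data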;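 note: 0% = DMSO wells and 100% = medium only without gametocytes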
Avidin fluor: avidin bead compound fluorescence profile; Avidin beads, compound fluorescence 488/530 nm, flow cytometry; active compounds read high; fluorescence (KMESF) at 10 µM; 220,000 tested, 0.38% active; AID 1775; in the data active = fluorescence above about 47; note: inactives centre near 10
Mcl1-Noxa inh: Mcl-1/Noxa interaction inhibition | 220,000 tested, 1.5% active | inhibition, % at 21.7 µM | TR-FRET Mcl-1/Noxa peptide binding, 2 h | Q07820 | AID 1022;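 active = compounds that cut the protein-peptide binding signal by more than 50% relative to plate controls in a single-dose test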;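 note: His-tagged Mcl-1 with rhodamine Noxa BH3 peptide and terbium anti-His antibody; 0% = Mcl-1 plus Noxa peptide wells and 100% = peptide-only wells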
GSH fluor: compound fluoresces at 488/530 nm on GSH beads; GSH beads flow cytometry, compound fluorescence 488/530 nm; active compounds read high; 190,000 tested, 0.25% active; AID 1776; fluorescence (KMESF) at 10 µM; in the data active = fluorescence above about 89;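 note: glutathione beads carrying GST-tagged Bcl family fusion proteins plus one bare bead set; values are compound well signal with DMSO vehicle wells as background; inactives centre near 16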
Starred values were filed as active, the others as inactive; ? = inconclusive; / = not tested or not shown.

SMILES	Bim-Mcl-1	RGS8-Gao	RGS7-Gao reg	ABCB1 inh	ABCG2 block	RGS4-Gao reg	Mcl1 Bid PPI	Pf gametocyte	Avidin fluor	Mcl1-Noxa inh	GSH fluor
CCN1CCN(C(c2nnnn2Cc2ccc3c(c2)OCO3)C(C)C)CC1 (centres undefined)	-6	99	99	-0.5	0	97	-1	/	6	4	15
Cc1nn(C2CCS(=O)(=O)C2)c(Cl)c1/C=C/C(=O)OCC(=O)Nc1ccc2c(c1)OCO2 (centres undefined)	-5	97	98	1.9	8	102	-17	12	10	9	14
Cc1ccc(C(=O)Nc2ccc(Br)cc2)cc1S(=O)(=O)Nc1ccccn1	1	100	102	-0.3	-1	103	-16	-2	13	-57	13
Cc1c(Cc2ccccc2)c(=O)oc2cc(O)cc(O)c12	1	99	96	0.3	2	99	-60	8	10	29	23
Cc1[nH]n(-c2ccccc2)c(=O)c1CCOC(=O)c1cccc(C(F)(F)F)c1	-2	103	97	0.2	2	100	-44	10	30	11	13
NC(N)=N/N=C/c1ccc(Cl)c([N+](=O)[O-])c1	0	102	101	-0.4	1	105	-42	-29	21	9	6
Cc1cc2n(n1)C(c1ccsc1)Nc1ccccc1-2 (centres undefined)	7	105	111	0.5	4	109	-53	1	7	-6	59
CC(Nc1cccc(F)c1)C(=O)Nc1ccc(S(N)(=O)=O)cc1 (centres undefined)	0	102	?	0.6	1	101	-38	5	8	31	27
COc1ccc(N=C2SC(C(=O)O)CC(=O)N2C)cc1 (centres undefined)	-1	107	103	0.3	0	102	-18	/	18	26	21
COCCSc1ccccc1C(=O)Nc1ccc2c(c1)OCCO2	1	104	102	0.6	4	102	-4	/	4	13	15
CCOC(=O)C1CCN(CC(=O)Nc2cc(C)nn2-c2nc3ccccc3s2)CC1	0	98	93	8.8	16	94	4	/	16	8	10
COc1ccc(-c2[nH]ncc2CN2C[C@@H]3CCC[C@H]2C3)c(F)c1	-1	103	98	0.2	1	103	-28	22	11	15	18
N#CC(C(=O)c1ccccc1Cl)=C1SCCCS1	/	101	?	/	/	98	-5	13	6	11	/
O=C(Nc1nnc(CCS(=O)(=O)c2ccc3ccccc3c2)s1)c1ccc([N+](=O)[O-])cc1	-1	99	104	-0.1	-1	104	-15	20	10	11	9
COc1ccccc1NC(=O)c1cc2c(s1)-c1ccccc1S(=O)(=O)C2	/	102	?	/	/	101	-53	-31	6	-118	/
O=C(CSc1nncs1)N1CCN(S(=O)(=O)c2ccccc2)CC1	-4	104	107	-0.1	4	106	-12	-14	10	12	12
Cc1ccccc1C(=O)NC(=S)Nc1ccc2[nH]c(=O)[nH]c2c1	-1	99	?	-0.2	5	101	-56	3	11	8	12
S=c1[nH]cc(Cc2ccccc2)s1	-28	97	105	-0.4	-1	100	-67	-5	1	-7	17
O=C(NCc1ccco1)c1ccc(NS(=O)(=O)c2cccc([N+](=O)[O-])c2)cc1	0	98	100	0.7	0	100	-17	-30	12	13	11
CNC(=O)c1ccc(-c2nc(-c3ccccc3)cs2)cc1	-2	101	?	0.5	6	102	9	5	12	12	18
CCOC(=O)/C(=C\C=C1/Sc2ccccc2N1CC)C(C)=O	-5	102	110	-0.4	-4	109	-31	-10	14	-9	10
O=C(CCSc1nc2ccccc2s1)N/N=C/c1c(O)ccc2ccccc12	0	102	97	-1.4	-9	99	-16	15	15	29	9
O=C(NCC1CCN(c2ccc(S(=O)(=O)N3CCOCC3)cc2)CC1)c1ccc(Cl)cc1	-4	100	101	2.4	8	102	-32	/	7	4	44
Cc1cc(C(=O)CN2C(=O)NC3(CCCCC3)C2=O)c(C)n1-c1ccc2c(c1)OCO2	-9	105	102	3.8	12	103	-35	5	21	1	11
CC1=C(C#N)C(Nc2cccc(C)n2)(C(F)(F)F)C(=O)N1 (centres undefined)	-5	99	99	1.8	24	98	6	-4	32	-3	26
COc1ccc(C2c3c4c(n(C)c3CCN2C)CCN(C)C4c2ccc(OC)cc2)cc1 (centres undefined)	2	103	102	/	/	100	-14	17	6	13	16
CNC(=O)CCc1nc(-c2ccc(C(C)(C)C)cc2)no1	-4	103	108	0.2	0	114	-11	/	16	1	5
CS(=O)(=O)c1ccc(Cl)c(NC(=O)COC(=O)/C=C/c2cnc3ccccc3n2)c1	/	100	?	/	/	103	-5	-5	6	14	/
Cc1cccc(S(=O)(=O)c2c(N)n(Cc3ccco3)c3nc4ccccc4nc23)c1	2	107	92	0.0	0	95	0	1	4	20	20
Cc1cccc(N2C(N)=NC(N)=NC23CCCCC3)c1	0	101	98	-2.6	-2	99	-4	/	13	-9	22

Molecules above that have a nitro group on carbon, in the order listed:
SMILES	Bim-Mcl-1	RGS8-Gao	RGS7-Gao reg	ABCB1 inh	ABCG2 block	RGS4-Gao reg	Mcl1 Bid PPI	Pf gametocyte	Avidin fluor	Mcl1-Noxa inh	GSH fluor
NC(N)=N/N=C/c1ccc(Cl)c([N+](=O)[O-])c1	0	102	101	-0.4	1	105	-42	-29	21	9	6
O=C(Nc1nnc(CCS(=O)(=O)c2ccc3ccccc3c2)s1)c1ccc([N+](=O)[O-])cc1	-1	99	104	-0.1	-1	104	-15	20	10	11	9
O=C(NCc1ccco1)c1ccc(NS(=O)(=O)c2cccc([N+](=O)[O-])c2)cc1	0	98	100	0.7	0	100	-17	-30	12	13	11

Remaining list, next part
SMILES	Bim-Mcl-1	RGS8-Gao	RGS7-Gao reg	ABCB1 inh	ABCG2 block	RGS4-Gao reg	Mcl1 Bid PPI	Pf gametocyte	Avidin fluor	Mcl1-Noxa inh	GSH fluor
O=C(COc1ccccc1[N+](=O)[O-])OC1CCS(=O)(=O)C1 (centres undefined)	-4	100	101	0.0	2	100	-1	15	10	19	13
N=c1n(Cc2ccc(Cl)cc2)c2ccccc2n1CC(O)c1ccco1 (centres undefined)	-2	101	97	0.6	1	95	-5	/	33	-5	13
CN(C)c1ccc(NC(=O)c2ccc(Cn3cc([N+](=O)[O-])cn3)cc2)cc1	0	91	86	0.7	24	89	-13	/	13	29	11
Cc1nc2nc(-c3cccnc3)nn2c(C)c1Cl	0	102	102	0.1	2	102	-34	/	9	-13	18
Cc1ccc(S(=O)(=O)N(C)C)cc1NC(=O)c1ccncc1	-2	99	102	0.8	7	103	-35	/	11	18	15
Cc1nc2ccc(S(=O)(=O)Nc3cc(-c4nc5cccnc5s4)ccc3C)cc2s1	-1	85	102	11	6	105	14	/	4	14	17
CCn1c(SCC(=O)NCc2ccco2)nc2ccccc2c1=O	1	104	103	0.9	6	102	-48	10	13	17	12
O=C(NNS(=O)(=O)c1ccc(F)cc1)c1ccc(S(=O)(=O)N2CCCCC2)cc1	-1	101	101	-0.3	0	103	-55	9	4	6	8
O=C1N/C(=C/c2ccc(N3CCCC3)cc2)C(=O)N1c1ccccc1	12	98	102	0.2	-3	102	-46	17	7	20	6
CCC(Sc1nncn1C)C(=O)Nc1ccccc1OC (centres undefined)	-2	94	95	-0.5	-2	98	-67	/	10	1	39
CSCC[C@H](NC(=O)OC(C)(C)C)c1nnc(SCC(=O)Nc2ccc(C)cc2C)o1	-1	106	104	0.6	2	101	15	/	6	13	14
c1ccc(SCCOCCn2cncn2)cc1	-8	103	103	0.3	1	101	1	22	10	-21	17
O=C(O)c1ccccc1N/C=C\[N+](=O)[O-]	0	101	99	0.1	-2	102	-6	-7	8	12	21
CCOC(=O)C(C)n1cnc2c(nnn2-c2cccc(Cl)c2)c1=O (centres undefined)	0	101	99	0.3	5	100	-1	/	28	10	14
CC(C)=CC(=O)Nc1ccc(S(=O)(=O)Nc2ccccn2)cc1	-4	102	102	1.3	12	101	-29	5	10	-3	10
CCOC(=O)Cc1csc(NC(=S)NC(=O)c2ccc(Cl)cc2)n1	-1	102	100	0.5	5	101	-28	-38	14	8	35
Nc1ccccc1Sc1nc2ccccc2[nH]1	-3	80	?	1.3	5	97	-57	3	9	37	12
CC(NC(=S)Nc1ccc(S(N)(=O)=O)cc1)c1ccc2c(c1)OCO2 (centres undefined)	-6	104	101	-0.3	0	99	-70	8	13	16	10
O=C(N/N=C/c1ccncc1)c1cccc(N/N=C/c2ccncc2)c1	4	96	?	-0.1	2	94	-2	-8	12	13	11
CCC/C(=N\NC(=O)CNC(=O)c1ccc(Cl)cc1)c1ccccc1	0	106	104	0.8	4	101	-15	8	11	3	14
Cc1nc(C(F)(F)F)ccc1C(=O)N1CCCCC1	/	31*	?	/	/	3.0*	-17	0	-1	-11	/
COc1ccc(-c2nnn(CCc3nn[nH]n3)n2)cc1OC	0	102	95	0.1	0	92	5	7	13	4	25
CN1C(=C2C(=O)OC(C)(C)OC2=O)Sc2ccccc21	2	100	100	0.0	0	99	-9	-8	9	21	5
CCOC(=O)c1c(NC(=O)CN2CCOCC2)sc2c1CCCC2=O	-1	106	103	1.1	3	106	-16	-9	12	7	8
Cc1cccc(NC(=S)NC(C)C(c2cccs2)N2CCN(C)CC2)c1C (centres undefined)	/	98	?	/	/	95	-37	24	7	1	/
O=C(Cn1cc(/C=C\[N+](=O)[O-])c2ccccc21)Nc1ccccc1	/	104	?	/	/	105	-21	-28	8	22	/
CCN(CC)S(=O)(=O)c1cccc2c(N(C)C)cccc12	1	98	97	0.3	1	98	-37	/	16	8	4
CC(NC(=O)C1CCC1)c1ccc(Cl)cc1 (centres undefined)	-3	103	104	-0.1	0	107	-40	/	11	-2	46
Cc1ccc(NC(=O)/C=N/OCC(=O)NCc2ccccc2Cl)cc1	/	100	?	/	/	101	-19	-11	6	5	/
CC1CCc2nn(CC(=O)Nc3c(F)cc(F)cc3Br)cc2C1 (centres undefined)	0	100	99	0.4	2	99	-25	/	7	10	22
CC1=C(C(=O)OC(C)(C)C)C(c2ccco2)C(C#N)=C(N)O1 (centres undefined)	0	99	100	1.5	12	99	-10	7	7	1	16
Cc1ccc(-c2cc(C(=O)N3CCN(c4ncccn4)CC3)c3cc(Br)ccc3n2)o1	4	79	?	0.3	4	91	21	-2	7	79*	15
Cn1nnnc1SCC(=O)N1CCN(c2cccc(Cl)c2)CC1	-3	100	98	1.1	13	99	6	9	12	3	38
COc1ccc(S(=O)(=O)NCc2ccco2)cc1-c1nnc2c3ccccc3c(C)nn12	-5	97	97	-1.6	0	96	2	/	6	4	37
Cc1ccc2c(N)c(C(=O)c3ccccc3)sc2n1	/	104	?	/	/	103	-23	-5	8	6	/
COc1ccc(C2(C)NC(=O)N(CC(=O)Nc3ccc(S(=O)(=O)N4CCCC4)cc3)C2=O)cc1 (centres undefined)	0	100	101	-0.5	-3	105	-25	-20	9	13	12
CS(=O)(=O)N1CCCC(C(=O)NCc2cccs2)C1 (centres undefined)	-4	102	102	0.4	2	102	-20	24	27	-1	8
O=C(Nc1ccc(Cl)cc1C(F)(F)F)C(Sc1nnc(-c2cccs2)o1)c1ccccc1 (centres undefined)	0	115	114	-1.1	-4	111	-27	4	6	-10	16

An unsorted share of the library; any-hit rate near 3.3%.
